N-glyco inh: N-linked glycosylation inhibition; D54 ERlucT glycosylation luciferase reporter, 24 h; percent of 100 nM tunicamycin response; reporter increase, % at 12.5 µM; 0.23% of 360,000 active; AID 588692;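 active = mean luciferase reporter signal, scaled so untreated is 0 and the glycosylation-blocking control 100, at or above a set limit in every replicate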;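 also: luciferase carries N-glycosylation sites so blocking glycosylation raises the light; 0% = median of neutral control wells and 100% = median of 100 nM tunicamycin wells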
aDG glyco act: alpha-DG glycosylation activation. Pro5-aDG cells, alpha-DG glycosylation AlphaScreen (IIH6); 0% Pro5, 100% B10-LARGE cell signal. activation, % at 10 µM. 0.22% of 360,000 active. AID 624168;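 active = activation of at least 8% versus controls, or a plate z-score of at least 8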;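 also: Pro5 are CHO cells carrying HIG-tagged alpha-DG that lacks glycosylation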
MC4R antagonist: antagonists of human melanocortin 4 receptor (MC4R) | P32245 | MC4R-expressing cells, MTII-stimulated cAMP, LANCE TR-FRET | 0.48% of 360,000 active | AID 540295 | inhibition, % at 6.5 µM;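 active = inhibition above its plate's cutoff, the mean of tested wells on that plate plus 3 SD, cut at about 29% in these data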;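 also: 0% = Melanotan II alone and 100% = Melanotan II plus saturating MCL0020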
Target sequence (P32245 whole entry, looked up): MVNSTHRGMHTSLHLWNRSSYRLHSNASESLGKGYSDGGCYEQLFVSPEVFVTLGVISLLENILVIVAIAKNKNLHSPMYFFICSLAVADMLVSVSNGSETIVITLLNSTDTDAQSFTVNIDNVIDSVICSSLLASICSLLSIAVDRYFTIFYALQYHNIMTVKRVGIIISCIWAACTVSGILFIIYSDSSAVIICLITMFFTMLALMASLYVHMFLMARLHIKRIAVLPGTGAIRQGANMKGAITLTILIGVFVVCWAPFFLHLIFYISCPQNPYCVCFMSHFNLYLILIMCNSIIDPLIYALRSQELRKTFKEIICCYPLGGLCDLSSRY
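Material – human MC4R-expressing U2OS cells · Repeats – no replicates · Detection – TR-FRET with Eu-cAMP and labeled anti-cAMP, 671 nm · Times – compound 30 min, challenge 1 h, detection 1 h · Compound – single nominal compound dose of 6.5 µM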
MC4R ag barr: agonists of human melanocortin 4 receptor (MC4R) beta-arrestin | activation, % at 8.9 µM | P32245 | U2OS MC4R beta-arrestin complementation, luminescence; percent of melanotan II response, DMSO zero | 0.98% of 360,000 active;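 active = activation above a per-plate cutoff, the mean activation of sample wells on that plate plus 3 SD, cut at about 8% in these data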
HTR2A ag: agonists of mouse serotonin 5-HT2A receptor (HTR2A). P35363. 0.66% of 360,000 active. CHO-K1 mHTR2A beta-arrestin complementation, luminescence; percent of 30 µM serotonin response. activation, % at 7.6 µM;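 active = activation above a run cutoff, the mean activation of all tested compounds plus 3 SD, cut at about 14% in these data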;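 also: 0% = plate median of compound wells and 100% = 30 µM serotonin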
PDI inh: blocks human protein disulfide isomerase activity; PDI insulin aggregation turbidity, A650, 90 min; P07237; 0.052% of 350,000 active; AID 588391; inhibition, % at 10 µM;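 active = mean inhibition across replicates of 30% or more, whatever share of single replicates reach that level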;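 also: absorbance from insulin aggregation driven by PDI reduction with DTT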
Target sequence (P07237 whole entry, looked up): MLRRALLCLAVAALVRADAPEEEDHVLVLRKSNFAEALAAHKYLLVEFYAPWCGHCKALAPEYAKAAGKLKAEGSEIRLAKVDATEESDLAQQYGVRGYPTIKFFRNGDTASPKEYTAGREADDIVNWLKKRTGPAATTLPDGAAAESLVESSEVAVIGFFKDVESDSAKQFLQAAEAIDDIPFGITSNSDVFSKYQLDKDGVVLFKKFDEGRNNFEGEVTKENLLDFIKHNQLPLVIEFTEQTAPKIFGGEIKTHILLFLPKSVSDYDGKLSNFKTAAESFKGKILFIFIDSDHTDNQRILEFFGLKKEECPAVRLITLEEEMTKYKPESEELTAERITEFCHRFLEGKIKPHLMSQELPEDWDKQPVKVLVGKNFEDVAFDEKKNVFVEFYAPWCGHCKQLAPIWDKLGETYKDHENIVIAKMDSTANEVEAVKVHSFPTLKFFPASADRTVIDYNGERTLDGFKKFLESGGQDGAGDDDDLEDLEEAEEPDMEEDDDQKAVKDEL
Cardio protect: protects H9c2 cardiomyocytes from peroxide injury | H2O2 injury protection, ATPLite, 2 h | protection from H2O2 cell death, % at 20 µM | 0.63% of 360,000 active | AID 588492;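 active = compounds giving at least 50% protection of heart cells from peroxide-induced death in the single-dose screen, raw or plate-pattern-corrected value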;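 also: 0% = DMSO wells with peroxide and 100% = DMSO wells without peroxide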
CaV13 FRET inh: Disruptors of the CACNA1D IQ motif to Ca2+-dependent inactivation inhibitor domain association, primary screening, Förster resonance energy transfer in intact living …; HEK cells, CFP/YFP FRET ICDI-IQ, plate reader, 10 min; percent FRET-ratio fall versus neutral wells; inhibition, % at 12.3 µM; 0.098% of 340,000 active; AID 743397;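 active = mean replicate inhibition of at least 30% and at least 1% of replicates passing that level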;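 also: 0% = median of the neutral control wells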
ABCB6 inh MLPCN: blocks the human ABCB6 transporter; Q9NP58; K562-ABCB6 porphyrin accumulation, flow cytometry, 1 h; hits give low values; fluorescence ratio to DMSO, % at 10 µM; 0.19% of 360,000 active;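 active = fluorescence ratio to DMSO below 75%, the collection mean minus 3 SD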;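 also: signal is porphyrin accumulated inside mitochondria; 100% equals median channel fluorescence of DMSO control wells; lower ratio means ABCB6 inhibition with less porphyrin fluorescence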
Vif inh: blocks HIV Vif function; inhibition, % at 7.49 µM; 0.35% of 340,000 active; AID 602346; HEK293T cells, Vif self-association by quenched fluorescence, imaging, 24 h; in the data active = inhibition above about 50%, passing the limit was not always enough; also: some results filed as inactive read as strong as hits
* marks the source's active call; other numbers are inactive results; . = not tested or not shown; & = joins results of further samples.

Each structure is followed by: N-glyco inh	aDG glyco act	MC4R antagonist	MC4R ag barr	HTR2A ag	PDI inh	Cardio protect	CaV13 FRET inh	ABCB6 inh MLPCN	Vif inh
COc1ccc(OC)c(NC(=O)CSc2nncc3ccccc23)c1
  2.9	0.6	8.4	2.4	0.7	-1.5	-1.4	-5.6	106.0	13.5
Cc1ccc(Cl)cc1NC(=S)NCc1cccn1C
  -3.9	-0.2	-3.5	-2.7	-0.3	-1.5	-0.9	-5.4	73.0*	-4.2
O=C(Nc1c2c(nn1-c1ccccc1)CS(=O)(=O)C2)c1ccccc1C(F)(F)F
  1.5	-0.2	13.6	-2.1	0.2	16.8	-2.0	-5.9	100.0	-1.5
C=CCn1c(SCC(=O)Nc2cc(C)ccc2OC)nnc1-c1ccco1
  -1.5	0.4	2.9	-1.0	4.2	4.7	-6.2	-4.9	99.0	-3.9
CC(C1CC1)N(Cc1ccccc1)C(=S)Nc1cccc(C(F)(F)F)c1 (stereo not drawn)
  -1.9	0.3	2.6	0.8	-3.1	-4.4	-9.4	-4.5	99.0	-6.8
CC1CCN(S(=O)(=O)c2cccc(C(=O)NC3CCCC3)c2)CC1
  -0.5	0.8	11.9	-3.1	-4.1	-13.4	-8.3	.	95.0	-4.2
CCOC(=O)N1CCN(c2ccc(S(=O)(=O)N3CCOCC3)cn2)CC1
  2.0	0.0	-0.6	-0.3	7.4	2.0	4.1	-17.4	98.0	0.7
Cc1ccc(NC(=O)CSc2nc3nc(C)c(Br)cc3[nH]2)cc1F
  -1.0	0.1	7.3	4.5	-0.4	-3.3	-10.5	-3.4	102.0	-13.6
CCCCCC(=O)N1C[C@@H](O)[C@H](n2cc(COC(=O)c3ccccc3)nn2)C[C@@H]1c1ccc(Cl)cc1
  -0.9	0.6	3.2	2.3	3.5	7.3	-16.2	-3.4	100.0	-3.0
CC(C)(CN1CCOCC1)NS(=O)(=O)c1ccccc1
  0.2	0.0	-3.5	-1.9	5.4	1.5	-2.6	-4.3	107.0	2.0
CC(C)(O)C#Cc1ccc(C(=O)NC(CCCNC(N)=O)C(=O)O)s1 (stereo not drawn)
  2.0	0.2	8.3	-3.5	-1.6	-2.2	13.3	-3.0	102.0	18.7
O=C(CCCCCn1c(=S)[nH]c2ccc(N3CCOCC3)cc2c1=O)NCc1ccc2c(c1)OCO2
  -3.2	0.0	12.8	12.6*	-1.3	3.6	-2.3	-20.4	93.0	4.7
Cc1ccc[n+](CC(=O)Nc2ccc(N(C)C)cc2)c1
  1.0	-0.1	4.6	-0.9	-1.8	0.5	-1.0	-1.0	100.0	4.1
COCCN1C(=O)C(=O)/C(=C(/O)c2ccc(S(=O)(=O)N3CCOCC3)cc2)C1c1ccc(O)cc1 (stereo not drawn)
  1.0	0.1	18.9	0.4	6.4	-2.0	2.8	-2.7	98.0	3.0
O=C(COC(=O)/C(=C/c1cccs1)c1cccs1)NCc1ccccc1Cl
  -1.4	1.1	1.5	-3.4	-1.6	7.8	-5.3	-3.1	94.0	6.0
Cn1c2c(c(=O)n(C)c1=O)C(c1ccccc1F)C(C#N)=C(N)O2 (stereo not drawn)
  2.9	1.0	-4.3	0.8	0.5	4.9	3.3	-4.8	98.0	-1.9
CN(C(=O)c1cccc(N2C(=O)C3C4C=CC(C4)C3C2=O)c1)C1CCCCC1 (stereo not drawn)
  3.6	0.1	-3.8	0.7	-2.4	-4.4	1.1	-7.2	100.0	-2.8
CCOc1ccc(N(CC(=O)NCc2ccccc2OC)S(C)(=O)=O)cc1
  2.5	-0.1	1.3	-1.7	-3.8	-13.3	-0.9	-5.5	100.0	-3.2
Cc1cc(NC(=O)CCC(=O)N(Cc2ccco2)C(C(=O)NC2CCCC2)c2ccccc2F)no1 (stereo not drawn)
  0.8	0.0	9.3	-0.3	5.4	-7.2	5.7	-7.4	98.0	-8.6
Nc1nc(SCC(=O)NCCN2CCOCC2)nc2sc3c(c12)CCC3
  0.1	0.0	-4.9	-2.3	0.1	7.8	-0.7	0.2	105.0	-7.4
COc1ccc(C(=O)Oc2ccc(C(=S)N3CCOCC3)cc2)cc1
  0.4	0.6	18.1	-1.2	-1.3	1.0	2.6	-0.9	102.0	11.0
CCCN(CCC)Cc1c(C(=O)N/N=C/c2ccco2)nnn1-c1nonc1N
  0.2	-0.1	2.3	-1.4	2.8	-0.9	-0.2	-3.0	100.0	9.0
CC1Cc2cc(/C(O)=C3/C(=O)C(=O)N(CCCn4ccnc4)C3c3ccc([N+](=O)[O-])cc3)ccc2O1 (stereo not drawn)
  0.6	-0.6	15.6	-3.3	6.9	-2.0	5.7	-2.2	111.0	0.0
O=C1S/C(=C\c2ccccc2)C(=O)N1CC(O)Cn1c2ccccc2c2ccccc21 (stereo not drawn)
  2.4	0.0	5.1	2.3	2.5	4.0	-3.8	-18.3	100.0	1.2
O=C(COC(=O)CSc1ccc2ccccc2c1)Nc1ccccc1OC(F)F
  0.0	0.0	-4.7	-0.3	5.0	2.3	-6.0	-5.3	100.0	-13.8
Cc1nc2ccc(NC(=O)c3c(-c4ccccc4)noc3C)cc2s1
  -1.0	0.3	0.4	-1.6	-1.7	4.1	4.8	-6.7	98.0	-7.5
COc1ccc(S(=O)(=O)N2CCc3ccccc32)cc1C(=O)N1CCN(C=O)CC1
  -0.1	-0.1	2.2	-1.9	5.9	-10.9	-1.5	-4.7	103.0	-0.7
Cc1c(Br)c([N+](=O)[O-])nn1CCCC(=O)Nc1sc2c(c1C#N)CCC2
  -0.3	2.2	9.4	-0.3	-3.5	4.0	-1.7	-9.7	103.0	-0.5
CCCCNc1c(-c2cccnc2)nc2nc(C)cc(C)n12
  .	0.0	.	.	20.2*	.	.	-9.2	120.0	.
CCOC(=O)c1sc(=NC(=O)/C=C/c2cccs2)n(C)c1C
  -1.4	-0.1	2.0	0.8	1.9	7.3	-4.0	6.9	89.0	-4.9
O=C(Cc1ccccc1)N/N=C/c1ccc(Cl)cc1Cl
  -3.3	0.0	-4.5	0.1	-2.6	-4.8	-15.4	-4.5	100.0	9.4
Nc1cc(=O)[nH]c(SCC(=O)Nc2ccc(N3CCOCC3)cc2)n1
  0.0	-0.4	8.8	-0.3	2.5	-2.9	-1.6	-1.8	98.0	4.6
CCOC(=O)c1c(NC(=O)CSc2ncnc3ccccc23)sc(C)c1C
  2.2	0.1	18.2	2.1	0.5	-1.9	7.3	-2.5	89.0	0.6
Cc1ccc(OCc2nnc(SCC(=O)c3ccccc3)n2Cc2ccco2)cc1
  -2.8	-0.1	-7.5	0.8	2.7	-0.7	-14.6	-7.0	97.0	-10.1
Nc1ccn([C@@H]2O[C@H](C(=O)Nc3ccc(C(=O)N4CCCCC4)cc3)[C@@H](O)[C@H]2O)c(=O)n1
  1.4	0.2	.	.	1.3	.	-1.5	.	93.0	.
Cc1cccc(CCNS(=O)(=O)c2cc3c(cc2C)NC(=O)CO3)c1
  0.6	0.4	2.0	0.3	20.9*	.	-1.5	-5.8	99.0	-0.1
CCC(C)c1ccc(NC(=S)NCc2cccs2)cc1 (stereo not drawn)
  -1.3	0.2	-9.8	4.2	1.3	0.9	-10.3	-10.9	104.0	-4.8
CS(=O)(=O)N(CC(=O)NCCSCc1c(F)cccc1Cl)c1cccc([N+](=O)[O-])c1
  -0.7	-0.5	-2.2	0.7	4.2	-2.1	-6.4	5.4	102.0	-0.8
CC(=O)Nc1ccc(-c2ccnc3c2CC(C(=O)NC(C)C)O3)cc1 (stereo not drawn)
  -0.1	-0.3	5.7	-1.6	2.1	-7.9	11.6	-4.0	99.0	-1.6
COC(=O)c1sccc1NC(=S)N1CCCCC1C (stereo not drawn)
  -0.4	0.1	12.9	1.1	3.4	0.0	1.7	-5.2	96.0	31.2
O=C(NCCO)OC1CC2CC1[C@H]1CCCCN1C2=O (stereo partly drawn)
  .	0.1	.	.	2.1	.	.	-5.5	93.0	.
COc1ccc(NC(=O)c2cccnc2N2CCOCC2)cc1
  -0.7	0.1	17.9	-1.6	-0.9	2.6	2.1	-3.2	100.0	3.4
O=C(NCc1ccco1)c1ccc2ccccc2c1
  -10.0	0.0	-0.4	-1.4	-4.2	-3.2	-5.4	.	98.0	-5.7
Cc1cccc(NC(=O)C2CCCN2C(=O)OCC(C)C)c1C (stereo not drawn)
  1.0	0.1	2.6	-0.5	9.3	6.6	5.2	-5.7	104.0	6.7
O=C(O)CSCC(=O)N1CCN(c2ccnc3cc(Cl)ccc23)CC1
  1.8	-0.2	-57.4	0.9	3.4	-3.7	12.5	.	99.0	-4.5
Cc1ccc2sc(N(CCCN(C)C)C(=O)c3ccc(S(=O)(=O)N(C)C)cc3)nc2c1C
  -2.5	1.2	2.7	-1.5	-4.2	-5.8	11.9	-17.6	98.0	-1.1
COc1ccc(N(C(=O)CNC(=O)c2ccco2)C(C(=O)NC2CCCC2)c2ccncc2)cc1 (stereo not drawn)
  0.9	-0.2	3.3	-3.4	-0.8	-9.7	-6.2	-10.1	103.0	-3.6
C=CCOC(=O)C1=C[C@H](c2cn(C(C)=O)c3ccccc23)[C@@H](CCCO)[C@H](OCC)O1
  -0.6	0.8	-0.2	-0.4	0.2	15.0	-0.3	-9.0	93.0	-2.2
CCOC(=O)CNC(=O)N1CCCC(C(=O)c2cccc(Cl)c2)C1 (stereo not drawn)
  -1.7	0.0	6.2	-1.7	-0.1	-9.4	-0.8	-16.8	96.0	-1.1
CCN(C[C@H]1N[C@@](C)(C(=O)OC)[C@H]2C(=O)N(Cc3ccccc3)C(=O)[C@@H]12)C(=O)Nc1ccc(OC)cc1
  0.3	-0.3	13.4	-0.5	0.0	10.7	5.8	-5.2	102.0	-4.1

Next part:
Each structure is followed by: N-glyco inh	aDG glyco act	MC4R antagonist	MC4R ag barr	HTR2A ag	PDI inh	Cardio protect	CaV13 FRET inh	ABCB6 inh MLPCN	Vif inh
CCOCCCN1CC(C(=O)NCCc2ccc(C)cc2)CC1=O (stereo not drawn)
  0.2	-0.1	5.6	0.4	-5.2	-4.2	-1.8	-5.1	104.0	3.2
CCN(CC)CCNC(=O)COc1ccc(OC)cc1
  0.0&-0.2	-0.3&-0.2	-4.4&-0.4	-0.1&-2.6	-12.0&0.1	-2.9&-3.1	-6.6&4.7	-4.5	99.0&100.0	-2.6&-5.0
CC(Oc1ccc(Cl)cc1)C(=O)NCCN1C(=O)S/C(=C\c2cccnc2)C1=O (stereo not drawn)
  3.5	0.4	18.1	0.8	4.4	8.8	-3.7	-7.5	94.0	0.9
Cc1ccc(S(=O)(=O)NNC(=O)C2COc3ccccc3O2)cc1 (stereo not drawn)
  4.0	0.0	-1.4	-1.1	1.6	7.5	6.7	-17.6	100.0	-0.5
CSCc1nc2sc(C(=O)Nc3nc(C)cs3)c(C)c2c(=O)[nH]1
  4.5	-0.4	16.5	-0.5	3.6	0.2	6.0	-4.0	106.0	-2.8
O=C(NC(=S)NCCc1ccccc1)C1CCCCC1
  0.7	0.1	2.9	1.2	-0.6	1.4	-3.5	-15.0	103.0	-11.7

From PubChem
